High-throughput results deposited in PubChem by The Scripps Research Institute Molecular Screening Center.
OX1R antag-1 = OX1R (HCRTR1) antagonists, primary screen, fluorescence, CHO/OX1R cells, Fluo-8 calcium, orexin A; hit rate 0.43% among 330,000; inhibition, % at 5 µM; Fluo-8 calcium fluorescence; Orexin/Hypocretin receptor type 1 (Homo sapiens), O43613; AID 434989, 2010;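 active = inhibition above its plate's threshold, mean inhibition of all tested compounds on the plate plus 3 SD, cut at about 37% in these data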;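 note: 0% = orexin A challenge wells and 100% = SB-334867-A antagonist wells; not every result past the cut was called active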
Target sequence (O43613 whole entry, looked up): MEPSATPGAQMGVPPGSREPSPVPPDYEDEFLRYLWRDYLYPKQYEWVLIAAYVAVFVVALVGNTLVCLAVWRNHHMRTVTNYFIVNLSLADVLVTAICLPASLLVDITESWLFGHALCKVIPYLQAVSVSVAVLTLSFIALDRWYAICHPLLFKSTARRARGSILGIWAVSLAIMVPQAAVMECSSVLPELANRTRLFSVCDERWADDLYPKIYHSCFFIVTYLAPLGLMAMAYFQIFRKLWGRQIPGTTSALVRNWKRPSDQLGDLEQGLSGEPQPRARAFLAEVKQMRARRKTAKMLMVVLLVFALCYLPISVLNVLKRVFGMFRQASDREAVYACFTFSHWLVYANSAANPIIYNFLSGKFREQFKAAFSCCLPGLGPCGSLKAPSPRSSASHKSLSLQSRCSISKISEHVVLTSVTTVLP
OX1R antag-2 = antagonists of human orexin 1 receptor (OX1R) | Orexin/Hypocretin receptor type 1 (Homo sapiens), O43613 | OX1R-expressing cells, FRET antagonist read-out | inhibition, % at 6.6 µM | hit rate 1.8% among 330,000 | AID 485270, 2010; in the data active = inhibition mostly above about 38%, no sharp cut-off; inactive = mostly below about 40%;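 note: 0% = agonist challenge alone and 100% = reference antagonist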
Active calls of the source: *.

The opening 7 records as a preview:
Second line of a record – OX1R antag-1, OX1R antag-2
- Cc1ccc(C2(C(F)(F)F)NC(=O)N3CCCN=C3S2)cc1 (centres undefined)
 : -3.4, 1.8
- O=c1ccc(Cl)nn1-c1ccccc1
 : -13.2, 12.4
- COc1cccc(O)c1CN1CCCC(C(=O)c2cccc(C(F)(F)F)c2)C1 (centres undefined)
 : -13.5, 8.2
- COc1ccc(C2NC(=O)NC3=C2C(=O)CCC3)cc1 (centres undefined)
 : -14.4, 9.5
- O=C(O)c1cccc(-n2c(-c3cnccn3)n[nH]c2=S)c1
 : -9.4, 8.4
- Cc1cccc(NC(=S)N2CCC(N(C)CC3CCCO3)CC2)c1C (centres undefined)
 : 13.2, 12.4
- Cc1ccc(-n2nc3c(=O)n(CCCC(=O)N4CCCCC4)nc(C)c3c2C)cc1
 : -5.6, 19.8

Results, from the start:
Second line of a record – OX1R antag-1, OX1R antag-2
- Cc1ccc(C2(C(F)(F)F)NC(=O)N3CCCN=C3S2)cc1 (centres undefined)
 : -3.4, 1.8
- O=c1ccc(Cl)nn1-c1ccccc1
 : -13.2, 12.4
- COc1cccc(O)c1CN1CCCC(C(=O)c2cccc(C(F)(F)F)c2)C1 (centres undefined)
 : -13.5, 8.2
- COc1ccc(C2NC(=O)NC3=C2C(=O)CCC3)cc1 (centres undefined)
 : -14.4, 9.5
- O=C(O)c1cccc(-n2c(-c3cnccn3)n[nH]c2=S)c1
 : -9.4, 8.4
- Cc1cccc(NC(=S)N2CCC(N(C)CC3CCCO3)CC2)c1C (centres undefined)
 : 13.2, 12.4
- Cc1ccc(-n2nc3c(=O)n(CCCC(=O)N4CCCCC4)nc(C)c3c2C)cc1
 : -5.6, 19.8
- COc1ccc(-c2cc(C(=O)N(C)CC(=O)Nc3cccc(F)c3)c3ccccc3n2)cc1
 : -13.1, 37.7
- CN(C)C(=O)COc1ccc(S(=O)(=O)c2ccc(OCC(=O)N(C)C)cc2)cc1
 : 2.4, 0.8
- CCc1nnc(NC(=O)C2=NN(C3CCS(=O)(=O)C3)C(=O)CC2)s1 (centres undefined)
 : 1.3, 2.7
- CC1(C)Cc2c(cnn2-c2cccc(F)c2)C(NC(=O)c2csnn2)C1 (centres undefined)
 : -27.9, 33.2
- Cc1cc(NC(=O)CN2CCN(c3ccccc3O)CC2)no1
 : -12.5, 13.3
- Cc1cccc(OCC(=O)NNc2c3ccccc3nc3ccccc23)c1
 : 14.9, 40.8*
- COc1cccc(OC)c1C(=O)N1CCN(S(=O)(=O)c2ccc(C)cc2)CC1
 : -25.6, 18.8
- COCCn1c(SCC(=O)N2CCCCCC2)nnc1-c1ccco1
 : -16.6, 5.8
- CCOc1cc(/C=C2\C(=N)N3N=C(C)SC3=NC2=O)ccc1OCCOc1cccc(OC)c1
 : -1.5, 4.6
- CCn1cnc2c1c(=O)n(CC(=O)NCc1ccccc1)c(=O)n2Cc1ccccc1
 : -24.0, 26.9
- CCN(CC)C(=O)C1CCN(Cc2ccc(OCc3ccccc3)c(OC)c2)CC1
 : -20.4, 15.0
- COc1cc(C(=O)NCc2nnc(SCC(=O)Nc3c(C)cc(C)cc3C)o2)cc(OC)c1OC
 : -15.1, -4.0
- COCCN1Cc2cccc(C(=O)NCC3CCN(CC(C)C)C3)c2C1=O (centres undefined)
 : -35.7, 8.7
- O=C(NCCCn1ccnc1)c1cc(Br)c(Br)s1
 : -21.3, 3.5
- Cc1nc(SCC(=O)N2CCOCC2)c2c3c(sc2n1)CCC3
 : -23.0, 10.8
- O=C(CCCOc1ccc(Cl)cc1Cl)Nc1ccccc1C(=O)O
 : -5.6, 14.7
- NS(=O)(=O)c1ccc(NC(=O)CSc2ncccn2)cc1
 : -1.7, 27.4
- COc1ccc(NC(=O)CC2C(=O)N(c3cccc(OC)c3)C(=O)N2C(C)C)cc1 (centres undefined)
 : -17.1, 15.9
- O=C1Cn2c(nc3ccccc32)N1c1cccc(C(F)(F)F)c1
 : -31.6, 2.3
- O=S(=O)(NCC1COc2ccccc2O1)c1ccc2ccccc2c1 (centres undefined)
 : -4.9, 15.1
- Cc1cc(C)c(NC(=O)Cn2c(=O)n(-c3ccc(CC(=O)NCC4CCCO4)cc3)c(=O)c3ccccc32)c(C)c1 (centres undefined)
 : -15.4, 9.4
- COC(=O)C1=C(C)N(C)C(=O)NC1c1cccc2ccccc12 (centres undefined)
 : -4.5, 10.2
- O=C1CCCCCN1CP(=O)(O)CCc1ccccc1
 : 3.5, -6.6
- Cc1noc(C)c1NC(=O)Nc1ccc2c(c1)C(=O)N([C@H](C)CO)C[C@H](C)[C@@H](CN(C)C(=O)Nc1ccc(C(F)(F)F)cc1)O2
 : 4.7, 7.4
- O=c1c2ccccc2n2c(-c3cccc(Cl)c3)nnc2n1Cc1ccccc1
 : -20.1, 8.6
- COc1cc(C(=O)NCc2cc3cc(Cl)ccc3n2C)cc(OC)c1OC
 : -11.9, 15.6
- O=C(Nc1nc(-c2ccccc2)cs1)C1CCCO1 (centres undefined)
 : -17.2, 8.4
- CCC(=O)N1CCC(C(N)=O)(N2CCCCC2)CC1
 : -10.1, -2.6
- CCOC(=O)C1C(=O)CC(C)(O)C(C(=O)OCC)C1c1ccc(Br)cc1 (centres undefined)
 : 1.6, 32.9
- O=C(/C=C/c1c(Cl)nc2ccccn12)Nc1ccc(F)cc1
 : -5.6, 52.6*
- O=S(=O)(Nc1cccnc1)c1ccc(Cl)cc1
 : -2.7, 1.8
- CCOC(=O)CSc1nnc(CNC(=O)Cc2ccccc2)n1C
 : 5.1, 12.4
- CCC(C(=O)NC(C)(C)C)N(Cc1ccco1)C(=O)CNS(=O)(=O)c1ccc(OC)cc1 (centres undefined)
 : -36.8, 26.4
- OC(CCCN1CCCCC1)(c1ccccc1)c1ccccc1
 : -2.5, 18.4
- Cn1cccc1C(=S)N1CCOCC1
 : -6.0, 8.1
- COCCNC(=S)Nc1cc(OC)c(NC(=O)c2ccco2)cc1OC
 : 7.7, 7.1
- Cc1c(NC(=O)CSc2ncnc3ccccc23)c(=O)n(-c2ccccc2)n1C
 : -8.6, 20.2
- Cc1oc(-c2ccc(C(F)(F)F)cc2)nc1CN(Cc1ccccn1)C[C@@H]1CCC(=O)N1
 : -12.3, 9.7
- CCOc1ccc(OCCCC(=O)N2CCN(S(=O)(=O)c3ccccc3C#N)CC2)cc1
 : -22.8, 5.4
- OCc1cn(-c2ccccc2)nn1
 : -15.8, 17.3
- CCN(CC(=O)NC1CCS(=O)(=O)C1)Cc1nc2c(Br)cc(Br)cc2c(=O)[nH]1 (centres undefined)
 : -8.1, -5.1
- Cc1ccc2cc(C#N)c(N3CCCN(S(=O)(=O)c4ccccc4)CC3)nc2c1C
 : -6.2, 13.2
- Cc1ccnc2nc(C(=O)Nc3nnc(-c4ccc(Cl)cc4)o3)nn12
 : -4.6, 26.5
- CCN(C(=O)COC(=O)c1cc(-c2ccccc2)nc2c1c(C)nn2-c1ccc(C)cc1)C1CCS(=O)(=O)C1 (centres undefined)
 : -16.0, 5.0
- O=C(Nc1ccc(N2CCOCC2)c(F)c1)c1cccs1
 : -5.4, 2.6
- CCn1c(C(C)NC(=O)c2cccs2)nc2ccccc21 (centres undefined)
 : -14.3, 5.5
- O=C(NCc1cccnc1)c1ccc(Cl)c(Cl)c1
 : -9.9, 15.3
- COc1ccc(-c2cc(C(=O)N3CCCCCC3)c3cc(C)ccc3n2)cc1
 : -12.3, 11.0
- O=C(CN(C(=O)c1ccccc1)N1C(=O)CCC1=O)c1cccs1
 : -14.6, 25.7
- c1ccc(-c2cc3n(c2)CCc2ccccc2-3)cc1
 : -26.8, 20.8
- CC(C)CNc1oc(-c2ccc(F)cc2)nc1C#N
 : -1.6, 7.7
- Cc1cc(-c2csc(N)n2)c(C)n1CCC(C)C
 : -13.7, 14.9
- CC(C)NC(=O)c1cccc(Cn2cc(Cl)cn2)c1
 : -25.9, 15.9

Remaining list, next part.
Second line of a record – OX1R antag-1, OX1R antag-2
- O=S(=O)(c1ccc(F)cc1)N1CCN(c2nc(-c3cccnc3)nc3ccccc23)CC1
 : -0.2, 7.2
- COc1cc2c(cc1OC)C(NNC(=O)c1ccc(Br)o1)=NC(C)(C)C2
 : -32.0, 2.8
- CCCCOc1ccc(-c2nnn(CC(=O)NCc3ccco3)n2)cc1
 : 6.7, 9.5
- Cc1cc(C)c(OCC(=O)OCC(=O)N2CCN(C(=O)c3ccco3)CC2)c(C)c1
 : -21.7, 14.1
- Cc1ccc(-c2nnn(CCOc3cccc(Br)c3)n2)cc1
 : 3.8, -2.1
- C=CCNC(=S)NCc1ccccc1
 : -15.9, 11.8
- C=C(C)C(=O)Nc1cccc(C2=NOC3(C2)C[C@@H](C(N)=O)N(C(=O)c2ccc(OC)cc2)C3)c1 (some centres undefined)
 : -7.2, -4.0
- CC(C)Oc1ccc(NC(=O)C2CCCNC2=O)cc1 (centres undefined)
 : 8.0, 0.6
- O=C(CN1CCC(n2nnc3ccccc32)CC1)Nc1ccc2c(c1)CCC2
 : -3.8, 11.7
- COc1ccc(S(=O)(=O)N2CCN(C(=O)c3oc4ccccc4c3C)CC2)cc1
 : -14.4, 2.2
- CCc1cc(=O)oc2cc(C)cc(OCC(=O)NCc3cccnc3)c12
 : -14.6, 10.4
- O=C(N/N=C/c1ccc(O)cc1)c1nc(-c2ccccc2)n(-c2ccccc2)n1
 : -3.5, 16.0
- CCCNC(=O)c1ccc(Cn2cc(C(F)(F)F)ccc2=O)cc1
 : -6.0, 44.4
- COC(=O)C1=C(C)N(Cc2ccccc2)C(=NCc2ccc(OC)cc2)N[C@H]1c1cccc(F)c1
 : 28.4, 5.8
- Cc1cc(Br)ccc1OCCOCCN1CCCC1
 : -2.8, 0.7
- COc1ccc(NS(=O)(=O)c2cccc(C(=O)OCC(=O)c3c(N)n(C)c(=O)n(C)c3=O)c2)cc1
 : 9.7, 4.2
- COC(=O)C1=C(C)NC(=O)NC1c1ccc(N2CCC(c3ccccc3)=N2)cc1 (centres undefined)
 : -43.7, 6.4
- CN1CCN(c2oc(-c3ccc([N+](=O)[O-])cc3)nc2C#N)CC1
 : -7.9, 21.2
- Cc1sc2ncnc(NCC(O)c3ccc([N+](=O)[O-])cc3)c2c1C (centres undefined)
 : 13.1, 27.9
- Cc1sc2nc(CN3CCOCC3)nc(N3CCN(S(=O)(=O)c4ccccc4)CC3)c2c1C
 : -16.7, 4.6
- O=C(Nc1ccc(OC(F)(F)F)cc1)C1CCCN(S(=O)(=O)c2cccnc2)C1 (centres undefined)
 : -29.5, 11.9
- Nc1nccnc1C(=O)OCC(=O)NNC(=O)c1ccccc1
 : -1.5, 20.1
- N#Cc1c(-c2ccccc2)nc(-c2ccncc2)[nH]c1=O
 : 2.3, -5.8
- O=C(CSc1nnc(NC(=O)C2CCC2)s1)Nc1ccccc1Br
 : -9.4, 31.2
- O=C(CNc1ccc(F)cc1Cl)Nc1cccc(S(=O)(=O)N2CCCCC2)c1
 : 34.2, 2.3
- CC(C)CCNC(=O)c1nn(Cc2ccccc2)c(=O)c2ccccc12
 : -28.3, 11.3
- NC(=O)c1ccccc1NC(=O)CSC1=NCCS1
 : -11.9, 24.3
- COc1ccc(-n2c(O)c(/C=N/NS(=O)(=O)c3ccc(C)cc3)c3ccccc3c2=O)cc1OC
 : -0.7, 10.1
- O=C(/C=C/c1ccc([N+](=O)[O-])cc1)Nc1cccc(C(=O)Nc2ccccc2C(=O)O)c1
 : -5.4, -5.8
- COc1ccc(C(=O)Nc2ccc(C(=O)N3CCOCC3)cc2)cc1OC
 : -14.3, 11.0
- CC1(C)Cc2c(c(N3CCCC3)nc3sc(C(=O)Nc4ccccc4)c(N)c23)CO1
 : -20.3, 37.1
- Cc1cc(=O)n2[nH]c(CCC(=O)O)nc2n1
 : -4.3, 7.9
- CN(C)CCNc1nc2c(c(=O)[nH]c(=O)n2C)n1CCCc1ccccc1
 : -4.2, 7.6
- O=C(Cc1cccc(C(F)(F)F)c1)NCC(c1ccco1)N1CCCCC1 (centres undefined)
 : -11.8, 14.3
- COc1ccc([N+](=O)[O-])cc1N(CC(=O)N1CCCC1)S(C)(=O)=O
 : -15.8, 45.4
- CCOC(=O)C1CCCN(C2CC(=O)N(c3ccc(C)cc3)C2=O)C1 (centres undefined)
 : -8.9, 13.5
- CC(C)(C)C(=O)Nc1c2c(nn1-c1ccc(F)cc1)CSC2
 : -11.2, 0.5
- Cc1ccsc1CN(C)C(=O)CCc1nnc(COc2ccccc2)o1
 : -15.0, 7.5
- CCCCCC(=O)Nc1ccc(N2CCN(S(C)(=O)=O)CC2)cc1
 : 0.5, 3.4
- O=C(c1ccc(F)cc1)N1CCC(N2CCCCCC2)CC1
 : 3.2, 12.3
- CC(=O)Nc1ccc(OS(=O)(=O)c2ccc([N+](=O)[O-])cc2)cc1
 : -15.2, 26.9
- COC(=O)C1=C(C)OC(N)=C(C#N)C1c1ccccc1 (centres undefined)
 : 3.4, 10.4
- Cc1ccc(OCC(=O)NS(=O)(=O)c2ccc(Cl)cc2)cc1
 : 0.9, 9.8
- Cc1cc(Cl)cc(Cl)c1CNc1c([N+](=O)[O-])c(=O)oc2ccccc12
 : -17.8, 18.8
- CCc1nnc(NC(=O)Cc2ccc(S(=O)(=O)N3CCCCC3)cc2)s1
 : -13.5, 7.3
- O=C(NNC(=O)C1CC1c1ccccc1)Nc1ccccc1 (centres undefined)
 : -14.1, 2.7
- Cc1ccc(Cn2cccc(NC(=O)NCc3ccccc3)c2=O)cc1
 : -19.3, 14.9
- COc1ccc(SC[C@H](C)CN2CC[C@H](C(C)(C)C)CCC2=O)cc1
 : -2.1, 2.6
